# TNAP activation fold – stimulation of alkaline phosphatase TNAP activity – biochemical, luminescent, no phosphate acceptor, uHTS, primary screen (AID 1001); 200,000 compounds, 0.03% hits; activation fold at 20 µM; hits with a dose series show EC50 in µM; purified TNAP, luminescent activation assay, no phosphate acceptor; higher activation fold means a stronger effect; in the data active means activation fold from about 3, or a potency from the dose series; inactive means the rest, 99 in 100 with activation fold below about 1.6; further: many of its hits are not listed in these tables
# MT stabilize HCS – stabilizes microtubules in HeLa cells | % tubulin-high responders, % at 10 µM | 200,000 compounds, 0.83% hits | HeLa tubulin immunostaining HCS, 24 h; share of cells brighter than vehicle mean+2SD;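 active means plate Z-score above 3 for both tubulin-high and condensed-nucleus cell shares, with cell loss under 80%, at 10 µM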;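 further: anti alpha tubulin signal scored within the nucleus-defined area of each cell; some results filed as inactive read as strong as hits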
# Lipid droplet – modulators of hepatic lipid droplet formation. AML12 mouse hepatocytes, oleate lipid droplets, BODIPY imaging. 240,000 compounds, 0.4% hits. inhibition, % at 6.5 µM. AID 1656;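 active means lipid droplet intensity inhibited by at least 50%, with more than 500 cells counted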
#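 Assay system: AML12 hepatocytes (mouse) / Also added: 100 µM oleic acid challenge / Times: overnight treatment with compound plus oleate / Detection: high-content imaging of BODIPY-stained droplets and DAPI nuclei / Evaluation: % inhibition of lipid droplet signal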
# Myeloid diff 2 – compounds promoting myeloid differentiation. ER-HoxA9 myeloid progenitors, lysozyme-GFP differentiation, flow cytometry. calls only at 10 µM. 360,000 compounds, 1% hits. AID 624256;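 active means normalized GFP-positive differentiation at or above the plate's own cutoff, the solvent-only control mean plus 3 SD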;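 further: cells exposed to compound for four days before flow analysis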
# b-catenin transl – modulators of beta-catenin nuclear translocation; HeLa beta-catenin nuclear translocation, immunofluorescence imaging; nuclear translocation activity, % at 5 µM; 190,000 compounds, 0.3% hits;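 active means nuclear translocation activity above 50% at 5 µM, with a well cell count of 50 or more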;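 further: per-cell ratio of nuclear to cytoplasmic median beta-catenin stain intensity; plate controls were DMSO negative control for no effect and GSK-3 inhibitor IX positive control for full effect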
#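 Test system: HeLa cells, endogenous beta-catenin; Compound: single 5 µM dose plus 0.02–20 µM confirmation series; Times: compound exposure 24 h at 37°C; Signal: fluorescence imaging of beta-catenin antibody stain plus DAPI; Read-out: % activation, nuclear-to-cytoplasmic median beta-catenin signal ratio per cell.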
# T cell modulator – T cell immune modulation candidate; AID 2052; 2C CD8+ T cell-vesicle binding, flow cytometry; stronger effect = lower value; 330,000 compounds, 0.068% hits; calls only at 7 µM;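 active means response, share of CD8 T cells binding vesicles, and their 90th percentile fluorescence all below set limits, cut at about 80% in these data, passing the limit was not always enough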
#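 Test system: purified 2C TCR transgenic mouse naive CD8+ T cells. Probe or stimulus: QL9-peptide-loaded Drosophila micro-vesicles bearing Ld, ICAM-1 and B7-1. Incubation: binding step 1.5 h, 37 °C, antibody labelling 20 min, ice. Measured by: flow cytometry of vesicle-bound cells.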
# Dynein transport – blocks dynein driven cargo transport along microtubules. 3617.4 mouse cells, GR-EGFP nuclear translocation imaging; test concentration mostly 20 µM; stimulated with dexamethasone, 1 µM; stronger effect = lower value. z-score, hits read low. 220,000 compounds, 0.47% hits;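 active means plate z-score of nuclear minus cytoplasmic receptor signal below a set negative limit, without overly bright fluorescence or cell loss, cut at about -3.5 in these data, passing the limit was not always enough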;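 further: z-score of nuclear minus cytoplasmic ring GR-EGFP intensity difference per well; some compounds called inactive have numbers as strong as hits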
#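 Buffer or medium: tet-free medium with charcoal-stripped serum / Also added: dexamethasone agonist, 1.0 µM final, for 30 min / Timing: induction 48 h, compound 1 h, agonist 30 min / Measured by: high-content fluorescence imaging after fixation / Read-out: nuclear-to-cytoplasmic GR-EGFP distribution per well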
# PMI inhibitors – MPI enzyme activity inhibition – biochemical, fluorescence intensity, coupled assay, primary screen (AID 1209); purified PMI enzyme, coupled fluorescence intensity; higher % means a stronger effect; inhibition, % at 20 µM; hits with a dose series show IC50 in µM; 190,000 compounds, 0.42% hits; in the data active means inhibition above about 50%;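 further: plate controls were DMSO vehicle for no effect and wells lacking substrate for full effect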
# Ins promoter up – MIN6 insulin promoter up-regulation | MIN6 insulin promoter-GFP reporter, high-content imaging; stronger effect = higher value | 190,000 compounds, 0.3% hits | z-score at 5 µM;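 active means z-score above 3 at 5 µM with at least 500 cells counted in the well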
# Dynein transport cytoplasmic EGFP – further read-out of Dynein transport, marked with its call; z-score; measured here: cytoplasmic GR-EGFP intensity; stronger effect = higher value
# Dynein transport nuclear GR-EGFP – recorded beside Dynein transport, whose call it bears; z-score; measured here: nuclear GR-EGFP intensity;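 lower value marks the stronger effect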
# Dynein transport cell count – recorded beside Dynein transport, whose call it bears; z-score; measured here: cell count per field
# Ins promoter up cell count – also measured in Ins promoter up; calls as there; cell count; measured here: cytotoxicity, nuclei count;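 total cells summed across four imaged fields per well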
# Lipid droplet cells 6.5 µM – recorded beside Lipid droplet, whose call it bears; cell count; measured here: cell count, cytotoxicity flag;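 cells counted across two imaged fields per well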
# b-catenin transl cell count 5 µM – recorded beside b-catenin transl, whose call it bears; cell count; measured here: cell count, cytotoxicity flag
# T cell modulator vesicle-bound % – second read-out of T cell modulator, no call of its own (marks repeat the call); double positive events, %; measured here: CD8+ vesicle-bound cell fraction;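 binding gate set so that unloaded-vesicle control wells show 10% double positive cells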
# MT stabilize HCS Hoechst-high % – further read-out of MT stabilize HCS, marked with its call; % Hoechst-high responders; measured here: nuclear condensation Hoechst responders;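 share of cells brighter than vehicle mean plus two SD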
# MT stabilize HCS cytotoxicity % – recorded beside MT stabilize HCS, whose call it bears; toxicity, %; measured here: cytotoxicity by cell density;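 0% = mean cell density of plate MIN control wells and 100% = no cells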
# Myeloid diff 2 GFP+ MAC1+ % – second read-out of Myeloid diff 2, no call of its own (marks repeat the call); GFP+ MAC1+ double positive, %; measured here: differentiation confirmed by MAC1 staining
# The depositor's hits bear a star; i = inactive; · = not tested or not shown; + = active, no number.
# The line under a structure holds: TNAP activation fold, MT stabilize HCS, MT stabilize HCS Hoechst-high %, MT stabilize HCS cytotoxicity %, Lipid droplet, Lipid droplet cells 6.5 µM, Myeloid diff 2, Myeloid diff 2 GFP+ MAC1+ %, b-catenin transl, b-catenin transl cell count 5 µM, T cell modulator, T cell modulator vesicle-bound %, Dynein transport, Dynein transport cytoplasmic EGFP, Dynein transport nuclear GR-EGFP, Dynein transport cell count, PMI inhibitors, Ins promoter up, Ins promoter up cell count
CN(C(=O)COc1cc(=O)n(C)c2ccccc12)c1cccc(Cl)c1
  1.2, 2.6, 2.5, 7.2, ·, ·, i, 1.1, ·, ·, i, 63.5, 3.54, 0.168, 2.45, -1.61, -1.6%, 0.32, 915
Cn1c(=O)[nH]c(=O)c2c1nc(N1CCOCC1)n2CCN1CCOCC1
  1.1, 1.4, 2.1, 7.3, ·, ·, i, 0.1, -1.9, 926, i, 23.5, 0.0346, -0.207, 0.18, -0.271, 4.5%, -0.02, 1668
CC(NC(=O)CNC(=S)N(Cc1cccs1)C1CCCC1)c1ccccc1 (stereo not drawn)
  1, 4.2, 1.5, 8.4, -0.7, 729, i, 0.1, 0.4, 1082, i, 36.0, 0.172, -0.25, 0.23, 0.07, -1.4%, ·, ·
COc1cc(OC)cc(-c2nnc(SCC(=O)NCc3cccs3)o2)c1
  1.1, 2.3, 1.5, 5.6, 18.5, 827, i, 2.6, ·, ·, i, 38.2, 0.804, -0.0597, 0.432, -0.639, 5.1%, ·, ·
NS(=O)(=O)c1ccc(NC(=S)N2CCN(Cc3ccc(Cl)c(Cl)c3)CC2)cc1
  1, 7.2, 2.0, 8.8, -8.5, 717, i, 0.1, 1.2, 1006, i, 50.6, -0.475, -0.254, 0.00282, 0.115, 16.9%, -0.59, 1225
O=C(c1n[nH]c(=O)c2ccccc12)N1CCN(Cc2ccc3c(c2)OCO3)CC1
  ·, ·, ·, ·, -6.6, 678, i, 0.8, 0.5, 1359, i, 29.8, 0.0318, -0.839, -0.313, 0.333, ·, -0.33, 1047
Cc1ccc2c(c1)N=C(c1ccccc1)CC(C(Cl)Cl)=N2
  ·, ·, ·, ·, -13.2, 674, i, 0.1, 0.2, 1329, i, 18.9, 0.0731, -0.167, 0.177, -0.715, ·, -0.12, 1095
COc1ccc(OC(C)C(=O)Nc2cccc([N+](=O)[O-])c2)cc1 (stereo not drawn)
  1.1, 6.7, 2.1, 8.2, -3.0, 628, i, 2.1, -3.0, 577, i, 33.7, -0.648, -0.303, -0.622, 0.728, -10.4%, 1.24, 1408
O=C(Cn1nc(-c2ccccc2)ccc1=O)Nc1ccc(N2CCN(C(=O)c3ccccc3)CC2)cc1
  1.1, 3.5, 3.8, 15.8, 46.9, 710, i, 1.4, -0.1, 1139, i, 15.0, 0.0551, -0.17, 0.238, 0.313, 2.8%, ·, ·
O=C(O)C1CC(c2cccc(Br)c2)=NO1 (stereo not drawn)
  1.1, 2.2, 1.9, 1.6, -2.8, 674, i, 9.4, -0.7, 1141, i, 37.8, -1.13, -0.228, -0.488, -0.399, -1.5%, 0.19, 1282
Clc1ccc(-c2cn3c(n2)-c2ccccc2C3)cc1Cl
  1.1, 2.2, 2.0, 5.7, -3.5, 602, i, 0.3, 3.1, 1064, i, 49.2, -1.19, -0.255, -0.883, 0.601, 7.8%, -0.66, 1486
CCc1ccccc1N(CC(=O)NCc1ccco1)C(=O)c1snc(C(N)=O)c1N
  1.1, 4.4, 3.9, 5.6, ·, ·, ·, ·, 0.8, 1066, i, 39.8, 0.535, -0.325, 0.265, 0.13, 1.9%, ·, ·
O=C(C1CCCN(S(=O)(=O)c2ccc(F)cc2)C1)N1CCCC1 (stereo not drawn)
  1.1, 1.8, 1.7, 6.0, ·, ·, i, 1.2, -3.3, 965, i, 12.1, 0.426, -0.215, 0.306, -0.14, -0.4%, 0.4, 1453
O=C(NNC(=O)[C@H]1CC=CC[C@H]1C(=O)O)c1ccc(Cl)cc1Cl
  1, 1.7, 1.6, 4.5, 4.7, 749, i, 0.3, 0.0, 992, i, 52.6, -0.951, -0.334, -0.457, 1.21, 7.4%, 1.92, 1098
COc1ccc(C2c3[nH]c4ccccc4c3CCN2Cc2ccoc2)c(F)c1 (stereo not drawn)
  1.1, 3.6, 2.1, 5.9, 2.7, 681, i, 0.6, 4.2, 974, i, 21.1, 0.649, -0.234, 0.104, 0.302, 21.4%, -0.8, 1445
O=C(/C=C/c1ccccc1)NC(=S)NNC(=O)c1cnccn1
  ·, ·, ·, ·, -19.4, 545, i, 1.2, 3.2, 1021, i, 23.6, -0.757, -0.195, 0.177, 0.64, ·, ·, ·
Cc1ccc(C)c(NC(=O)CCC(=O)NNC(=O)c2cccc([N+](=O)[O-])c2)c1
  1.3, 2.8, 2.0, 3.7, 12.7, 681, i, 9.6, 1.4, 1060, i, 16.0, -0.172, -0.141, -0.244, -0.336, 11.8%, -0.06, 1847
Cc1cc2[nH]c3ccccc3c2c(C)n1
  1, 2.9, 1.8, 5.9, -51.4, 570, i, 1.8, -1.8, 530, i, 57.0, 0.623, 0.142, 0.354, -0.696, 1.4%, 1.1, 1214
Cc1ccccc1-c1nnn(CC(=O)c2ccc(S(=O)(=O)N3CCCC3)cc2)n1
  1, 3.9, 3.3, 9.7, ·, ·, i, 1.6, -2.5, 947, i, 24.9, 1.11, -0.0211, 0.794, -1.98, 5.6%, -0.84, 1010
CCOC(=O)c1sc(NC(=O)/C=C/c2ccccc2)nc1C
  0.9, 5.3, 3.3, 3.8, 8.3, 661, i, 0.2, -1.6, 557, i, 61.5, -0.906, -0.306, -0.774, 0.7, -6.9%, 0.46, 1384
COc1ccc(N=C2CC(C)(C)CC(=O)/C2=C(/O)c2ccccc2)cc1
  1.1, 3.4, 2.6, 6.2, 4.4, 712, i, 0.4, -0.2, 1569, i, 56.4, 0.277, -0.284, 0.438, 0.198, 4.9%, -0.82, 1426
COc1cccc(-c2cc(C(F)(F)F)n3nc(N)nc3n2)c1
  1.1, 2.9, 1.7, 8.8, 33.4, 760, i, 0.8, -1.6, 1117, i, 46.9, -1.43, -0.271, -0.712, 0.417, 7.2%, 0.13, 1187
O=C(c1ccco1)N1CCN(C(=O)C(c2ccccc2)c2ccccc2)CC1
  1.1, 5.2, 2.7, 5.5, -6.7, 685, i, 0.8, 1.8, 506, i, 51.9, -0.278, -0.0162, -0.256, 0.939, 0.6%, ·, ·
O=C(O)C(Cc1ccccc1)N1C(=O)C2CCCCC2C1=O (stereo not drawn)
  1, 4.2, 1.7, 8.0, 7.7, 690, i, 0.5, 0.6, 965, i, 32.2, -0.681, -0.199, 0.103, 0.425, 0.6%, 1.13, 1357
CCN(CC)S(=O)(=O)c1ccc(NC(=O)C2COc3ccccc3O2)cc1 (stereo not drawn)
  1.1, 5.0, 2.6, 4.3, ·, ·, i, 0.5, -0.2, 1164, i, 32.0, -0.6, 0.307, 0.57, 0.446, -3.4%, ·, ·
N#C/C(=C\c1ccc(Cl)cc1)c1nc(-c2ccco2)cs1
  1, 4.0, 2.1, 0.2, 0.2, 580, +, 0.4*, 1.9, 1119, i, 47.9, 0.128, -0.107, -0.166, -0.485, 18.3%, 0.04, 1528
Cc1ccc(C2(c3noc(CN(C)Cc4cnn(C)c4)n3)CCCC2)cc1
  1.1, 2.2, 1.8, 8.9, 6.5, 654, i, 0.2, -0.8, 1485, i, 45.1, -0.492, -0.289, -0.109, 1.02, 11.6%, 0.11, 1578
COc1ccccc1CNC(=O)COC(=O)c1cccnc1SCC(=O)NCc1ccccc1OC
  1.2, 2.9, 3.2, 7.6, -15.3, 747, i, 0.6, -0.4, 1091, i, 46.0, 1.49, -0.102, 0.84, -1.62, 6.9%, 0.53, 1221
CCCC(C)NC(=O)c1ccc(F)cc1 (stereo not drawn)
  1, 2.1, 0.5, 31.8, -12.4, 666, i, 1.1, ·, ·, i, 17.8, 1.12, -0.191, 1.14, -1.65, 5.4%, 0.23, 1015
COCCNc1nc2sc3c(c2c(=O)n1Cc1ccco1)CCCCC3
  1, 4.2, 2.3, 0.3, -26.1, 635, i, 0.3, 4.6, 1063, i, 32.1, -0.779, -0.233, -0.192, -0.208, -25.2%, -0.89, 1467
CSc1nc2c(c(=O)[nH]1)C(c1ccccc1Cl)CC(=O)N2 (stereo not drawn)
  1.1, 3.8, 1.8, 6.4, -25.6, 627, i, 0.4, 0.6, 1063, i, 49.7, -0.502, -0.201, -0.26, 0.29, -13.4%, 0.62, 1169
COCc1cc(=O)[nH]c(-c2ccc(C(F)(F)F)cc2)n1
  ·, ·, ·, ·, -11.4, 689, i, 1.0, -3.0, 1211, i, 15.0, 2.24, -0.234, 0.904, -1.24, ·, ·, ·
N#C/C(=C\c1cccs1)C(=O)Nc1nccs1
  0.9, 4.2, 1.3, 7.0, 16.7, 693, i, 0.2, 0.5, 1541, i, 44.9, -0.321, -0.253, -0.17, 0.17, -8.9%, ·, ·

# Outcome played no part in choosing rows; overall some 3% were active at least once.
